LAP4 TOR yeast: yeast TOR pathway LAP4-GFP modulation | S. cerevisiae LAP4-GFP multiplex, flow cytometry GFP, 3 h; median GFP as percent of DMSO wells | actives 0.34% (n = 320,000) | AID 2023 | GFP response vs DMSO, % at 10 µM;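 active means GFP response vs DMSO above a set limit, about the screen mean plus 3 SD, cut at about 150% in these data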
Efflux pump inh: blocks antifungal efflux pumps in multiplex yeast assay; S. cerevisiae Candida pump triplex, Nile Red efflux; inhibition, % at 10 µM; actives 0.44% (n = 330,000);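 active means plate passing quality check with inhibition over a set limit, or well fluorescence over plate mean plus 4 SD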;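 further: Nile Red retained in pooled yeast measured as flow cytometry median fluorescence; 0% = buffer negative control and 100% = Enniatin B positive control; higher means more Nile Red kept so more efflux inhibition; some compounds called inactive have numbers as strong as hits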
RPL19A-GFP yeast: modulators of TOR pathway RPL19A-GFP in S. cerevisiae | percent response vs DMSO, % at 10 µM | S. cerevisiae RPL19A-GFP strain, flow cytometry, 3 h; stronger effect = lower value | AID 2025 | actives 0.3% (n = 330,000);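 active means percent response vs DMSO below 50%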;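 further: median channel GFP fluorescence of the barcoded RPL19A-GFP strain; ratio of sample median GFP to plate DMSO average so 100% = DMSO; lower means less RPL19A-GFP as with rapamycin TOR inhibition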
MEP2-GFP yeast: yeast TOR pathway MEP2-GFP modulation; AID 2016; S. cerevisiae MEP2-GFP strain, flow cytometry GFP, 3 h; 100% = DMSO control level; GFP response vs DMSO, % at 10 µM; actives 0.51% (n = 330,000);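 active means GFP response versus DMSO above a set limit, roughly screen mean plus 3 SD, cut at about 180% in these data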;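 further: median GFP fluorescence of the barcode-gated MEP2-GFP cells per well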
AHR activator: activators of human aryl hydrocarbon receptor; P35869; activation, % at 5 µM; AID 2796; actives 2.5% (n = 320,000); AHR-responsive luciferase reporter cells, luminescence; in the data active means activation above about 47%;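 further: 0% = vehicle wells and 100% = reference agonist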
Target sequence (P35869 whole entry, looked up): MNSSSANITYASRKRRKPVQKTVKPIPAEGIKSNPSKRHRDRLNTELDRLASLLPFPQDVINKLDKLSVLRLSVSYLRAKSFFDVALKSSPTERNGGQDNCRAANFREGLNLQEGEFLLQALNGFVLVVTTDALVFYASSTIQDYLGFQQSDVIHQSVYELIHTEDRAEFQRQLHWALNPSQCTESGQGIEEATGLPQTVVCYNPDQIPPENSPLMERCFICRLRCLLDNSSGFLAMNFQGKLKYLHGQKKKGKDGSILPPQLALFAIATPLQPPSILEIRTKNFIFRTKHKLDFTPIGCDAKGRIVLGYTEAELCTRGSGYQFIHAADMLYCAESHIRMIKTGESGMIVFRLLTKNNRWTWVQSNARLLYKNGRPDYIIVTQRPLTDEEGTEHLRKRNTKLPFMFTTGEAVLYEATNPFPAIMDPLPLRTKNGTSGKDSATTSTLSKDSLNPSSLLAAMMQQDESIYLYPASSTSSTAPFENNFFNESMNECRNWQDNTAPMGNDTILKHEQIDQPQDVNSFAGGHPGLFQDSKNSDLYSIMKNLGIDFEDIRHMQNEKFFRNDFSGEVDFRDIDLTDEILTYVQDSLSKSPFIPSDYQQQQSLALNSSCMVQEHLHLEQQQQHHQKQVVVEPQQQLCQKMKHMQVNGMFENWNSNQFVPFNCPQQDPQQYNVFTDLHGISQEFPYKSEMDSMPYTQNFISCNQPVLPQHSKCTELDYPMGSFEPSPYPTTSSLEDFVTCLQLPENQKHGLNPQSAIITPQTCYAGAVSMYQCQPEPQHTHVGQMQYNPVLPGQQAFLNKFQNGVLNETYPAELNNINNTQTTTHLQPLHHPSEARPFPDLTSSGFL
CIT2-GFP yeast: yeast TOR pathway CIT2-GFP modulation; S. cerevisiae CIT2-GFP strain, flow cytometry, 3 h; 100 means same as DMSO wells; GFP response vs DMSO, % at 10 µM; actives 0.065% (n = 320,000); AID 2029;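 active means GFP response relative to DMSO above a set limit, near the screen mean plus 3 SD, cut at about 150% in these data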;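 further: ratio of well median GFP fluorescence to mean of DMSO wells on the plate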
Yeast superoxide: yeast age-related superoxide inhibition as caloric restriction mimetic | S. cerevisiae aged cells, superoxide DHE fluorescence; stronger effect = lower value | superoxide response (% of plate mean), % at 10 µM | actives 0.18% (n = 330,000) | AID 2690;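 active means superoxide response under a set limit, about three screen SD below normal, cut at about 65% in these data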;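 further: yeast aged for seven days with compound at 30 °C before DHE staining; 100% = average MFI of all compound-treated wells on the plate with controls excluded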
AGP1 TOR yeast: yeast TOR pathway AGP1-GFP modulation. actives 0.02% (n = 320,000). GFP response vs DMSO, % at 10 µM. S. cerevisiae AGP1-GFP multiplex flow cytometry, 3 h; GFP as percent of DMSO wells;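 active means GFP response relative to DMSO above a set limit, near screen average plus 3 SD, cut at about 150% in these data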;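 further: median GFP channel fluorescence of the gated AGP1 strain per well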
* = called active by the depositor.

Results for O=C(NC1CCCCC1)C(c1ccc(F)cc1)N(C(=O)c1csnn1)C1CC1 (stereo not drawn) ?
LAP4 TOR yeast: 107; Efflux pump inh: -0.1; RPL19A-GFP yeast: 101; MEP2-GFP yeast: 104; AHR activator: 0; CIT2-GFP yeast: 95; Yeast superoxide: 98; AGP1 TOR yeast: 103

How did C=CCN(c1ccc(C(=O)NCCN2CCOCC2)cc1)S(C)(=O)=O do in these assays?
LAP4 TOR yeast: 83; Efflux pump inh: 0.0; RPL19A-GFP yeast: 98; MEP2-GFP yeast: 92; AHR activator: 0; CIT2-GFP yeast: 106; Yeast superoxide: 99; AGP1 TOR yeast: 94

Results for CCOc1ccc(NC(C)=O)cc1 ?
LAP4 TOR yeast: 118; Efflux pump inh: -0.3; RPL19A-GFP yeast: 104; MEP2-GFP yeast: 100; AHR activator: 5; CIT2-GFP yeast: 96; Yeast superoxide: 99; AGP1 TOR yeast: 98

Results for Cc1nc(SCC(=O)NCc2ccco2)nc(C)c1C ?
LAP4 TOR yeast: 94; Efflux pump inh: -0.2; RPL19A-GFP yeast: 96; MEP2-GFP yeast: 105; AHR activator: 1; CIT2-GFP yeast: 95; Yeast superoxide: 95; AGP1 TOR yeast: 99

Results for C/C(=N\NC(=O)c1ccn(C)n1)c1ccc(NC(=O)c2cccc(F)c2)cc1 ?
LAP4 TOR yeast: 99; Efflux pump inh: 0.0; RPL19A-GFP yeast: 96; MEP2-GFP yeast: 108; AHR activator: 15; CIT2-GFP yeast: 107; Yeast superoxide: 99; AGP1 TOR yeast: 100

How did CCCn1c(NC(=O)c2ccco2)nc2ccccc21 do in these assays?
LAP4 TOR yeast: 108; Efflux pump inh: 0.0; RPL19A-GFP yeast: 105; MEP2-GFP yeast: 108; AHR activator: 6; CIT2-GFP yeast: 105; Yeast superoxide: 95; AGP1 TOR yeast: 103

How did COc1ccc(-c2nc(-c3ccc(NC(=O)c4ccc(Br)o4)cc3)no2)cc1OC do in these assays?
LAP4 TOR yeast: 96; Efflux pump inh: -0.1; RPL19A-GFP yeast: 102; MEP2-GFP yeast: 98; AHR activator: 23; CIT2-GFP yeast: 110; Yeast superoxide: 103; AGP1 TOR yeast: 101

What do the screens show for `Cc1ccc(NC(=O)COc2ccccc2)cc1S(=O)(=O)N1CCCCCC1`?
LAP4 TOR yeast: 92; Efflux pump inh: 0.4; RPL19A-GFP yeast: 95; MEP2-GFP yeast: 98; AHR activator: 1; CIT2-GFP yeast: 82; Yeast superoxide: 93; AGP1 TOR yeast: 92

What do the screens show for `COc1ccccc1NC(=O)/C=C1\NC(=O)CS1`?
LAP4 TOR yeast: 90; Efflux pump inh: 0.0; RPL19A-GFP yeast: 99; MEP2-GFP yeast: 98; AHR activator: 22; CIT2-GFP yeast: 101; Yeast superoxide: 82; AGP1 TOR yeast: 93

What do the screens show for `Cc1nc2c(-c3ccc(F)cc3)c(C)nn2c(C)c1CCC(=O)NC(C)CCc1ccco1` (stereo not drawn)?
LAP4 TOR yeast: 91; Efflux pump inh: 0.3; RPL19A-GFP yeast: 99; MEP2-GFP yeast: 91; AHR activator: 3; CIT2-GFP yeast: 99; Yeast superoxide: 104; AGP1 TOR yeast: 98

How did COc1cccc(Cn2cccc(NC(=O)NC3CCCCC3)c2=O)c1 do in these assays?
LAP4 TOR yeast: 93; Efflux pump inh: 0.1; RPL19A-GFP yeast: 100; MEP2-GFP yeast: 97; AHR activator: 3; CIT2-GFP yeast: 97; Yeast superoxide: 106; AGP1 TOR yeast: 96

Results for CC1CN(C(=O)CSc2nnc(CNC(=O)c3ccc(S(=O)(=O)N(C)C)cc3)o2)CC(C)O1 (stereo not drawn) ?
LAP4 TOR yeast: 97; Efflux pump inh: 0.4; RPL19A-GFP yeast: 101; MEP2-GFP yeast: 101; AHR activator: 5; CIT2-GFP yeast: 101; Yeast superoxide: 95; AGP1 TOR yeast: 100

What do the screens show for `CCC(C)N(C)C(=O)c1cc2ccccc2c(-c2ccccc2Cl)n1` (stereo not drawn)?
LAP4 TOR yeast: 105; Efflux pump inh: 0.1; RPL19A-GFP yeast: 104; MEP2-GFP yeast: 92; AHR activator: 0; CIT2-GFP yeast: 81; Yeast superoxide: 132; AGP1 TOR yeast: 87

How did CC1(C)CC(CCNC(=O)c2ccco2)CC(C)(C)N1 do in these assays?
LAP4 TOR yeast: 109; Efflux pump inh: 0.0; RPL19A-GFP yeast: 97; MEP2-GFP yeast: 113; AHR activator: 0; CIT2-GFP yeast: 100; Yeast superoxide: 99; AGP1 TOR yeast: 104

Results for O=S(=O)(c1cccc(S(=O)(=O)N2CCC(n3nnc4ccccc43)CC2)c1)N1CCCCC1 ?
LAP4 TOR yeast: 95; Efflux pump inh: 0.1; RPL19A-GFP yeast: 94; MEP2-GFP yeast: 97; AHR activator: 3; CIT2-GFP yeast: 91; Yeast superoxide: 99; AGP1 TOR yeast: 94

What do the screens show for `COc1cc(/C=C2/SC(=Nc3ccc(O)cc3)NC2=O)ccc1O`?
LAP4 TOR yeast: 96; Efflux pump inh: 0.0; RPL19A-GFP yeast: 102; MEP2-GFP yeast: 102; AHR activator: 1; CIT2-GFP yeast: 105; Yeast superoxide: 102; AGP1 TOR yeast: 98

What do the screens show for `CC(C)OC(=O)c1ccc(NC(=O)C2C3CC4OC(=O)C2C4C3)cc1` (stereo not drawn)?
LAP4 TOR yeast: 96; Efflux pump inh: 0.2; RPL19A-GFP yeast: 100; MEP2-GFP yeast: 99; AHR activator: 23; CIT2-GFP yeast: 94; Yeast superoxide: 108; AGP1 TOR yeast: 100

How did CCCCC/C=C/C1=CC(=O)C[C@H](c2ccc3c(c2)OCO3)C1 do in these assays?
LAP4 TOR yeast: 90; Efflux pump inh: 0.1; RPL19A-GFP yeast: 91; MEP2-GFP yeast: 94; AHR activator: 2; CIT2-GFP yeast: 92; Yeast superoxide: 68; AGP1 TOR yeast: 97

How did CCOC(=O)c1cccc(NC(=O)Nc2ccc(OCC)cc2)c1 do in these assays?
LAP4 TOR yeast: 101; Efflux pump inh: 0.1; RPL19A-GFP yeast: 106; MEP2-GFP yeast: 111; AHR activator: -8; CIT2-GFP yeast: 103; Yeast superoxide: 97; AGP1 TOR yeast: 100

How did CSc1ccc(Cl)c(C(=O)OCC(=O)N2CCOCC2)c1 do in these assays?
LAP4 TOR yeast: 96; Efflux pump inh: 0.0; RPL19A-GFP yeast: 96; MEP2-GFP yeast: 101; AHR activator: 0; CIT2-GFP yeast: 100; Yeast superoxide: 121; AGP1 TOR yeast: 95

A portion from further up, for reference:
How did COc1cccc(Cn2cccc(NC(=O)NC3CCCCC3)c2=O)c1 do in these assays?
LAP4 TOR yeast: 93; Efflux pump inh: 0.1; RPL19A-GFP yeast: 100; MEP2-GFP yeast: 97; AHR activator: 3; CIT2-GFP yeast: 97; Yeast superoxide: 106; AGP1 TOR yeast: 96

Results for CC1CN(C(=O)CSc2nnc(CNC(=O)c3ccc(S(=O)(=O)N(C)C)cc3)o2)CC(C)O1 (stereo not drawn) ?
LAP4 TOR yeast: 97; Efflux pump inh: 0.4; RPL19A-GFP yeast: 101; MEP2-GFP yeast: 101; AHR activator: 5; CIT2-GFP yeast: 101; Yeast superoxide: 95; AGP1 TOR yeast: 100

What do the screens show for `CCC(C)N(C)C(=O)c1cc2ccccc2c(-c2ccccc2Cl)n1` (stereo not drawn)?
LAP4 TOR yeast: 105; Efflux pump inh: 0.1; RPL19A-GFP yeast: 104; MEP2-GFP yeast: 92; AHR activator: 0; CIT2-GFP yeast: 81; Yeast superoxide: 132; AGP1 TOR yeast: 87

How did CC1(C)CC(CCNC(=O)c2ccco2)CC(C)(C)N1 do in these assays?
LAP4 TOR yeast: 109; Efflux pump inh: 0.0; RPL19A-GFP yeast: 97; MEP2-GFP yeast: 113; AHR activator: 0; CIT2-GFP yeast: 100; Yeast superoxide: 99; AGP1 TOR yeast: 104

Continued.
Results for COc1cc(-c2nc(-c3ccc4c(c3)-c3ccccc3S4(=O)=O)c(-c3ccccc3)[nH]2)cc(OC)c1OC ?
LAP4 TOR yeast: 118; Efflux pump inh: 0.0; RPL19A-GFP yeast: 104; MEP2-GFP yeast: 114; AHR activator: 13; CIT2-GFP yeast: 116; Yeast superoxide: 94; AGP1 TOR yeast: 111

How did C/C(=N\NC(=O)Cc1csc(N2CCOCC2)n1)c1ccc(Cl)c(Cl)c1 do in these assays?
LAP4 TOR yeast: 103; Efflux pump inh: -0.1; RPL19A-GFP yeast: 103; MEP2-GFP yeast: 111; AHR activator: 13; CIT2-GFP yeast: 111; Yeast superoxide: 108; AGP1 TOR yeast: 110

Results for N#Cc1ccccc1Cn1c(=O)n(CCCC(=O)NCc2ccc3c(c2)OCO3)c(=O)c2ccccc21 ?
LAP4 TOR yeast: 92; Efflux pump inh: 0.1; RPL19A-GFP yeast: 102; MEP2-GFP yeast: 74; AHR activator: 10; CIT2-GFP yeast: 109; Yeast superoxide: 95; AGP1 TOR yeast: 104

How did Cc1noc(C)c1COc1cccc(C(=O)OC(C)C(=O)Nc2ccc3c(c2)OCO3)c1 (stereo not drawn) do in these assays?
LAP4 TOR yeast: 104; Efflux pump inh: 0.0; RPL19A-GFP yeast: 98; MEP2-GFP yeast: 104; AHR activator: 3; CIT2-GFP yeast: 103; Yeast superoxide: 93; AGP1 TOR yeast: 96

What do the screens show for `Cn1c(=O)[nH]c(=O)c2c1nc(SCC(O)CO)n2Cc1ccccc1Cl` (stereo not drawn)?
LAP4 TOR yeast: 101; Efflux pump inh: 0.2; RPL19A-GFP yeast: 104; MEP2-GFP yeast: 107; AHR activator: 0; CIT2-GFP yeast: 100; Yeast superoxide: 102; AGP1 TOR yeast: 107

Results for CCCCN(CC)C(=O)Cn1ncc2c1-c1cc(C)ccc1OC2 ?
LAP4 TOR yeast: 101; Efflux pump inh: 0.0; RPL19A-GFP yeast: 98; MEP2-GFP yeast: 98; AHR activator: 4; CIT2-GFP yeast: 94; Yeast superoxide: 108; AGP1 TOR yeast: 93

What do the screens show for `O=C(CSc1nnc(-c2ccc(Cl)cc2)o1)N1CCOCC1`?
LAP4 TOR yeast: 98; Efflux pump inh: -0.2; RPL19A-GFP yeast: 107; MEP2-GFP yeast: 108; AHR activator: 10; CIT2-GFP yeast: 106; Yeast superoxide: 125; AGP1 TOR yeast: 102

What do the screens show for `O=C1CCCCN1CC(=O)N1CCCC(N2CCN(c3ccccc3F)CC2)C1` (stereo not drawn)?
LAP4 TOR yeast: 98; Efflux pump inh: 0.1; RPL19A-GFP yeast: 97; MEP2-GFP yeast: 105; AHR activator: 1; CIT2-GFP yeast: 100; Yeast superoxide: 96; AGP1 TOR yeast: 98

Results for Cc1ccc(S(=O)(=O)N2CCCOC2CNC(=O)C(=O)NCCN2CCOCC2)cc1 (stereo not drawn) ?
LAP4 TOR yeast: 92; Efflux pump inh: 0.1; RPL19A-GFP yeast: 91; MEP2-GFP yeast: 91; AHR activator: 1; CIT2-GFP yeast: 81; Yeast superoxide: 105; AGP1 TOR yeast: 90

What do the screens show for `Oc1ccc(N=Nc2cccc(C(F)(F)F)c2)cc1C=Nc1ccc(N2CCOCC2)cc1`?
LAP4 TOR yeast: 98; Efflux pump inh: -0.1; RPL19A-GFP yeast: 108; MEP2-GFP yeast: 111; AHR activator: 5; CIT2-GFP yeast: 119; Yeast superoxide: 96; AGP1 TOR yeast: 103

How did COc1cccc(C2C3=C(CC(C)(C)CC3=O)Nc3cc(OC)c(OC)cc32)c1 (stereo not drawn) do in these assays?
LAP4 TOR yeast: 92; Efflux pump inh: -0.2; RPL19A-GFP yeast: 93; MEP2-GFP yeast: 101; AHR activator: 0; CIT2-GFP yeast: 106; Yeast superoxide: 86; AGP1 TOR yeast: 98

Source: PubChem
